# Source: PubChem
# Ins promoter up: MIN6 insulin promoter up-regulation | AID 1625 | actives 0.3% (n = 190,000) | z-score at 5 µM | MIN6 insulin promoter-GFP reporter, high-content imaging; stronger effect = higher value;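 active means z-score above 3 at 5 µM with at least 500 cells counted in the well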
# WT yeast gro inh: growth inhibition of WT yeast, mitochondrial fusion screen | mitochondrial fusion phenotypic screen, WT strain | inhibition, % at 10 µM | actives 2.1% (n = 190,000); in the data active means inhibition above about 58%; tested in S. cerevisiae
# Dynein transport: dynein cargo transport inhibition | 3617.4 mouse cells, GR-EGFP nuclear translocation imaging; test concentration mostly 20 µM; stimulated with dexamethasone, 1 µM; stronger effect = lower value | z-score, hits read low | actives 0.47% (n = 220,000) | AID 1381;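 active means plate z-score of nuclear minus cytoplasmic receptor signal below a set negative limit, without overly bright fluorescence or cell loss, cut at about -3.5 in these data, passing the limit was not always enough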;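 further: z-score of nuclear minus cytoplasmic ring GR-EGFP intensity difference per well; some compounds called inactive have numbers as strong as hits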
#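 Also added: dexamethasone, 1.0 µM final. Medium: tet-free, stripped-serum medium. Detection: fixed, Hoechst-stained cells imaged at 10x for EGFP. Read-out: nuclear-to-cytoplasmic GR-EGFP distribution per well. Times: induction 48 h, compound 1 h, agonist 30 min.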
# Autophagy mod: alters autophagy in cells; MEF GFP-LC3 puncta imaging; test concentration mostly 10 µM; calls only at 10 µM (by protocol); actives 0.98% (n = 190,000);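 active means percentage of spot-positive cells more than 3 SD above its plate mean, without a fluorescence outlier flag or 80% toxicity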;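 further: spot-positive cell cutoff set from DMSO-treated cells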
# bCat nuc transl: beta-catenin nuclear translocation modulation. HeLa beta-catenin nuclear translocation, immunofluorescence imaging. nuclear translocation activity, % at 5 µM. actives 0.3% (n = 190,000);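 active means nuclear translocation activity above 50% at 5 µM, with a well cell count of 50 or more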;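 further: per-cell ratio of nuclear to cytoplasmic median beta-catenin stain intensity; plate controls were DMSO negative control for no effect and GSK-3 inhibitor IX positive control for full effect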
#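 Test system: human HeLa cell line; Doses: 5 µM primary, 0.02–20 µM confirmation; Incubation: 24 h compound exposure, 37°C; Detection: beta-catenin immunofluorescence imaging with DAPI; Read-out: beta-catenin nuclear/cytoplasmic ratio, % activation.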
# MT stabilizer: microtubule stabilization, imaging screen | HeLa tubulin immunostaining HCS, 24 h; share of cells brighter than vehicle mean+2SD | % tubulin-high responders, % at 10 µM | actives 0.83% (n = 200,000) | AID 2205;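 active means plate Z-score above 3 for both tubulin-high and condensed-nucleus cell shares, with cell loss under 80%, at 10 µM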;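 further: anti alpha tubulin signal scored within the nucleus-defined area of each cell; some results filed as inactive read as strong as hits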
# Hep lipid drop: hepatic lipid droplet formation modulation | AML12 mouse hepatocytes, oleate lipid droplets, BODIPY imaging | inhibition, % at 6.5 µM | actives 0.4% (n = 240,000) | AID 1656;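 active means lipid droplet intensity inhibited by at least 50%, with more than 500 cells counted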
#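 Assay system: AML12 hepatocytes (mouse) / Also added: 100 µM oleic acid challenge / Times: overnight treatment with compound plus oleate / Detection: high-content imaging of BODIPY-stained droplets and DAPI nuclei / Evaluation: % inhibition of lipid droplet signal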
# XIAP displacement: small molecules displacing peptide from XIAP – biochemical, IAP family, fluorescence polarization (AID 1018); actives 0.007% (n = 200,000); displacement, % at 20 µM, or IC50 in µM where a hit was titrated; XIAP BIR domain, fluorescence polarization peptide displacement; higher % means a stronger effect; in the data active means displacement above about 50%; further: a part of the inactive calls stands beside numbers as strong as those of hits
# ER stress rescue: protection against thapsigargin-triggered cell killing – 384-well, CSM14.1, ATP luminescence, primary screen (AID 1222). 190,000 tested, under 10 active. CSM14.1 thapsigargin-induced death rescue, ATP luminescence; higher % means a stronger effect. one-dose cellular ATP content (survival), % at 20 µM; EC50 in µM for titrated hits;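 active means EC50 below 50 µM in the dose-response confirmation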;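 further: death triggered by thapsigargin at about 15 µM added after 2 h compound pretreatment; cell ATP read after overnight thapsigargin exposure of roughly 18 to 22 hours; normalized against plate controls of thapsigargin alone and 5% DMSO vehicle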
# WT yeast gro inh mutant strain: second read-out of WT yeast gro inh, no call of its own (marks repeat the call); inhibition, %; mitochondrial fusion phenotypic screen, mutant strain inhibition
# Dynein transport cytoplasmic EGFP: recorded beside Dynein transport, whose call it bears; z-score; measured here: cytoplasmic GR-EGFP intensity; stronger effect = higher value
# Dynein transport nuclear GR-EGFP: second read-out of Dynein transport, no call of its own (marks repeat the call); z-score; measured here: nuclear GR-EGFP intensity;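 lower value marks the stronger effect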
# Dynein transport cell count: further read-out of Dynein transport, marked with its call; z-score; measured here: cell count per field
# Ins promoter up cell count: recorded beside Ins promoter up, whose call it bears; cell count; measured here: cytotoxicity, nuclei count;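 total cells summed across four imaged fields per well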
# Hep lipid drop cells 6.5 µM: also measured in Hep lipid drop; calls as there; cell count; measured here: cell count, cytotoxicity flag;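 cells counted across two imaged fields per well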
# bCat nuc transl cell count 5 µM: recorded beside bCat nuc transl, whose call it bears; cell count; measured here: cell count, cytotoxicity flag
# MT stabilizer Hoechst-high %: further read-out of MT stabilizer, marked with its call; % Hoechst-high responders; measured here: nuclear condensation Hoechst responders;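 share of cells brighter than vehicle mean plus two SD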
# MT stabilizer cytotoxicity %: also measured in MT stabilizer; calls as there; toxicity, %; measured here: cytotoxicity by cell density;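 0% = mean cell density of plate MIN control wells and 100% = no cells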
# Autophagy mod cell loss 18 h: second read-out of Autophagy mod, no call of its own (marks repeat the call); toxicity, %; measured here: cell loss, nuclei count;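 cell loss after 18 h compound exposure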
# Starred values were filed as active, the others as inactive; i = inactive; x = no result given.
entry	Molecule	Ins promoter up	XIAP displacement	MT stabilizer cytotoxicity %	Hep lipid drop cells 6.5 µM	Ins promoter up cell count	WT yeast gro inh	WT yeast gro inh mutant strain	Dynein transport cell count	bCat nuc transl cell count 5 µM	Dynein transport nuclear GR-EGFP	Autophagy mod	Dynein transport	Dynein transport cytoplasmic EGFP	MT stabilizer Hoechst-high %	Hep lipid drop	bCat nuc transl	ER stress rescue	MT stabilizer	Autophagy mod cell loss 18 h
1	CN(C)c1ccc(/C=C(\C#N)c2ccccc2)cc1	0.35	x	x	742	923	x	x	-0.607	1167	0.248	x	0.0373	0.119	x	22.7	-1.7	x	x	x
2	Nc1c2c(nc3sc4c(c13)CCCCC4)CCCCC2	-2.45	-2.0%	9.5	669	887	41.4	28.7	0.503	621	-0.0226	i	-0.0817	-0.155	3.2	-8.5	0.6	-2.6%	3.7	-1.7
3	COc1ccc(-c2nn(-c3ccccc3)cc2/C=C\C(=O)N2CCOCC2)cc1[N+](=O)[O-]	-0.69	-4.3%	11.0	681	1355	-19.2	0.7	1.15	1523	0.037	i	-0.563	-0.315	3.2	12.4	0.2	1.1%	6.7	12.7
4	Cc1nc(N2CCN(C)CC2)c2c(C)c(C(=O)Nc3ccc(C)c(F)c3)sc2n1	x	-4.0%	7.7	846	x	18.0	25.0	-3.6	x	1.86	i	3.46	0.876	1.7	16.0	x	0.5%	1.8	-3.2
5	COc1ccccc1-n1ccnc1SCC(=O)NCc1ccco1	0.26	-3.0%	7.0	667	1213	-13.4	7.2	0.849	1106	-0.681	i	-0.758	-0.228	2.6	26.3	-1.7	3.4%	2.3	6.0
6	COCC(=O)N1CCCC(C(=O)c2ccc(Oc3ccccc3)cc2)C1 (stereo not drawn)	x	-6.4%	7.0	729	x	73.2	74.4	0.761	1032	-0.232	i	-0.986	-0.0628	1.4	2.9	-1.6	1.9%	1.8	1.8
7	CCN(CC)S(=O)(=O)c1ccc(C(=O)NCCN2C(=O)S/C(=C\c3cccnc3)C2=O)cc1	0.19	-4.2%	8.7	719	1301	-14.2	12.4	-0.128	1121	0.58	i	0.565	-0.313	1.4	30.5	-5.2	0.1%	3.9	3.7
8	CN(C)/C=C/C=C1C(=O)CCCC1=O	x	-3.4%	13.2	709	x	4.3	18.9	1.44	1226	-0.412	i	-1	-0.288	2.1	-3.7	-2.8	-0.6%	3.4	-2.9
9	CC(=O)Nc1ccc(-c2nnc(SCC(=O)Nc3ccc4c(c3)oc3ccccc34)n2C)cc1	0.59	-7.3%	5.7	x	1398	-5.0	-15.2	-0.0885	1189	-0.248	i	-0.158	-0.246	1.5	x	1.8	-4.2%	4.4	-4.8
10	Cc1ccc(C(=O)Nc2ccccc2Sc2ccccc2)cc1	-1.09	-1.5%	10.5	656	1424	-6.9	0.9	0.299	1161	-0.578	i	-0.74	-0.235	3.1	-24.0	-1.3	3.5%	5.8	7.8
11	CC(C)OCCCNC(=O)c1ccc2c(=O)n(Cc3ccc4c(c3)OCO4)c(=S)[nH]c2c1	0.7	-4.2%	1.5	770	1196	16.6	15.9	-1.53	x	1.17	i	1.85	0.0286	2.1	6.6	x	0.1%	3.6	-1.1
12	CC(C)Sc1nc(N2CCOCC2)c2c3c(sc2n1)COC(C)(C)C3	0.03	-4.9%	9.7	x	1182	47.2	19.2	0.85	1398	-0.407	i	-0.382	-0.146	1.3	x	-2.8	-2.0%	1.7	2.0
13	Cc1ccc(-c2[nH]c(-c3ccc(C(=O)O)cc3)nc2-c2ccccc2)cc1	0.25	-6.1%	6.1	706	1409	2.1	0.1	-0.0191	1081	0.48	i	0.454	-0.255	2.5	-8.1	-2.9	-0.1%	2.7	-0.3
14	CCOC(=O)C1=C(C)NC(=O)NC1c1c(C)nn(-c2ccccc2)c1Cl (stereo not drawn)	-0.27	-6.0%	4.4	735	1252	-11.2	-4.2	1.05	1085	-0.168	i	-0.854	-0.218	2.6	-2.7	0.2	-0.7%	2.2	-11.6
15	CCCCSc1nnc([C@H](CC(C)C)NC(=O)OC(C)(C)C)o1	-0.19	1.3%	4.6	760	1260	5.8	7.1	-0.862	1236	0.35	i	1.29	-0.136	1.1	-23.9	-4.2	-1.5%	2.1	-0.6
16	CCOc1cccc(/C(O)=C2/C(=O)C(=O)N(CCN3CCOCC3)C2c2ccncc2)c1 (stereo not drawn)	0.57	9.0%	5.7	694	1470	-11.6	-6.8	0.954	1545	-0.0922	i	-0.0789	-0.0745	1.6	10.1	0.3	0.8%	2.4	-2.0
17	Cc1ccccc1/[N+]([O-])=C/c1ccncc1	0.35	-3.5%	8.8	887	858	35.7	3.0	0.961	1138	0.353	i	-0.677	-0.0257	2.0	6.8	-1.9	-3.5%	2.2	-10.7
18	Cc1ccc(C(=O)C[n+]2cc(Br)cc(Br)c2)cc1[N+](=O)[O-]	1.5	-1.5%	8.7	700	1290	0.2	0.6	-1.04	459	0.656	i	0.692	0.0751	1.0	-11.5	1.7	1.6%	10.3	9.7
19	N#CCSc1nnc(CNc2cccc(Cl)c2)o1	-0.71	-1.6%	13.1	x	940	-17.3	-8.4	-1.49	1166	0.692	i	0.421	-0.123	2.7	x	-1.9	-1.0%	2.6	-15.8
20	CC(C)NCC(O)COc1ccc(Br)cc1 (stereo not drawn)	-0.64	-8.1%	7.2	692	1481	-0.5	13.5	0.218	1444	0.329	i	0.0521	-0.31	2.1	3.6	0.7	0.3%	2.8	16.2
21	Nc1nc(CN2CCOCC2)cs1	0.1	-2.6%	9.9	761	802	1.9	1.8	0.699	1043	-0.171	i	-0.236	-0.127	1.0	2.6	-0.6	0.0%	2.8	-0.1
22	COC(=O)C1=C(NC(=O)c2ccc(Br)cc2)CCS1	-0.43	-3.8%	7.6	692	1317	3.8	4.1	0.19	1064	0.958	i	1.15	0.93	1.3	21.4	-2.3	x	1.2	11.6
23	COc1ccc2nc(NC(=O)CSc3nnnn3C3CCCCC3)sc2c1	-0.14	0.5%	1.7	715	1264	-18.1	-12.6	-0.993	1205	1.07	i	3.1	-0.206	1.4	5.1	-1.0	-1.8%	2.7	29.7
24	O=C(O)c1cccnc1Oc1ccccc1	x	-2.4%	3.6	770	x	0.4	-3.9	0.0776	1163	-0.105	i	-0.326	-0.0974	2.0	6.3	0.8	-1.9%	3.3	-7.2
25	CC(C)NS(=O)(=O)c1ccc(CCC(=O)Nc2ccc3c(c2)OCO3)cc1	x	0.9%	6.1	751	x	13.9	21.5	1.97	1210	0.37	i	0.54	-0.217	2.5	11.8	-15.8	4.6%	1.8	18.4
26	CCc1c(C)nc(N)n2c(SCC(=O)N3CCN(c4ccccc4OC)CC3)nnc12	0.61	-0.5%	x	x	1078	x	x	x	1076	x	x	x	x	x	x	1.2	-0.4%	x	x
27	O=[N+]([O-])c1ccc(/C=N/Nc2nc(N3CCCCC3)nc(N3CCCCC3)n2)cc1	-0.67	-4.9%	5.6	666	1456	49.0	32.8	0.394	1050	0.0366	i	-0.322	-0.322	1.6	5.5	-0.7	2.4%	1.4	10.6
28	CCCN(Cc1ccccc1)C(=S)Nc1ccc(C(C)=O)cc1	0.23	-5.0%	10.2	693	1312	-1.4	-12.2	0.744	1035	-0.427	i	-0.827	-0.181	2.0	-3.6	-0.5	0.9%	4.2	-14.0
29	COc1cc(C2=Nc3c(c(C)nn3-c3ccccc3)P(=O)(N3CCOCC3)O2)cc(OC)c1OC (stereo not drawn)	-0.67	-0.5%	7.9	657	1902	-2.0	3.0	-0.544	1066	0.0216	i	-0.18	-0.205	2.0	-6.1	-0.5	-1.1%	2.6	1.2
30	CCc1onc(C)c1C(=O)O	-0.6	-5.8%	3.9	720	1178	-10.9	1.5	0.119	1105	0.343	i	0.0177	-0.31	3.0	26.4	-2.0	-1.0%	5.3	9.4
31	CCN(c1ccccc1)S(=O)(=O)c1ccc(N)cc1	0.02	-3.1%	7.5	x	966	0.6	8.2	0.251	x	-0.691	i	-1.24	-0.222	3.3	x	x	-1.6%	6.9	1.7
32	CCn1cc(C(=O)NCc2ccccn2)c(=O)c2cc(F)c(N3CCN(C)CC3)cc21	-0.06	-5.0%	x	752	1151	-14.1	2.9	x	1205	x	x	x	x	x	-0.1	-2.3	-0.1%	x	x
33	O=C(O)c1ccc2c(c1)CC(c1ccccc1)OC2=O (stereo not drawn)	x	x	1.9	x	x	-2.7	-6.9	0.19	x	-0.0661	i	-0.295	-0.185	2.0	x	x	x	2.2	-7.7
34	Fc1ccccc1OCCCCCCN1CCCC1	0.24	-6.4%	9.7	x	1360	-7.6	-1.8	-0.061	1410	0.688	i	0.657	-0.179	2.5	x	-0.5	6.7%	2.7	-20.7
35	O=C(O)CCC(=O)N1CC=C(c2ccccc2)CC1	-3.14	-3.6%	7.4	783	908	-6.4	-6.5	0.524	x	0.231	i	0.342	-0.182	2.5	17.3	x	-1.5%	1.7	-13.5
36	Cc1cccc(NC(=O)C2CCN(S(=O)(=O)c3cccc4cccnc34)CC2)n1	0.54	-5.4%	9.4	x	843	-0.3	-7.3	0.474	1140	-0.399	x	-0.81	-0.227	2.3	x	-0.5	3.7%	2.0	x
